Source: PubChem BioAssay (The Scripps Research Institute Molecular Screening Center)
TLR4 MyD88 blk: inhibitors of human TLR4-MyD88 binding | Toll-like receptor 4 (Homo sapiens), O00206 | Cell-based TLR4-MyD88 binding inhibition assay | inhibition, % at 10 µM | 0.06% of 16,000 active | AID 811, 2007; in the data active = inhibition above about 45%
PME-1 Maybridge: inhibitors of human PME-1 in Maybridge library; Protein phosphatase methylesterase 1 (Homo sapiens), Q9Y570; recombinant PME-1, FP-Rh probe fluorescence polarization; inhibition, % at 9 µM; 0.5% of 16,000 active; AID 2291, 2010; in the data active = inhibition above about 30%
KOR antag MB: antagonists of human kappa opioid receptor OPRK1, Maybridge library | OPRK1 cells, antagonist mode, fluorescence readout | inhibition, % at 9 µM | 0.4% of 16,000 active | AID 652031, 2013; in the data active = inhibition above about 50%
rat GALR2 agon: agonists of rat galanin receptor 2 (GALR2). activation, % at 10 µM. cell-based GALR2 agonist screen. Galanin receptor type 2 (Rattus norvegicus), O08726. 0.5% of 16,000 active; in the data active = activation above about 15%
Target sequence (O08726 whole entry, looked up): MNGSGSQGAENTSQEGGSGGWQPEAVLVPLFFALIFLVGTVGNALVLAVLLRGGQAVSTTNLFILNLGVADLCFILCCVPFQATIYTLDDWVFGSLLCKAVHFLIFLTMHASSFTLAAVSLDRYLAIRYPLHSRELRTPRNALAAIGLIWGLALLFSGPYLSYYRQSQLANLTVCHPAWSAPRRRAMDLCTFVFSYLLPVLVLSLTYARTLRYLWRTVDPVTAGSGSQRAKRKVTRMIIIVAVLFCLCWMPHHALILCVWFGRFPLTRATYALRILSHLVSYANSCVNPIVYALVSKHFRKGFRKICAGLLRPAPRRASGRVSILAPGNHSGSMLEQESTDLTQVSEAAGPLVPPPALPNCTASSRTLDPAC
S1P1 ag: activates the human S1P1 receptor | 1.5% of 16,000 active | Sphingosine 1-phosphate receptor 1 (Homo sapiens), P21453 | AID 1044, 2008 | activation, % at 4.5 µM | S1P1 agonist cell-based reporter assay; in the data active = activation above about 80%
Nox1 inhibitor: inhibitors of human NADPH oxidase 1 (Nox1) | HT29 cells, luminol chemiluminescence ROS | 0.81% of 16,000 active | AID 1792, 2009 | inhibition, % at 6.7 µM
Target sequence (Q9Y5S8 whole entry, looked up): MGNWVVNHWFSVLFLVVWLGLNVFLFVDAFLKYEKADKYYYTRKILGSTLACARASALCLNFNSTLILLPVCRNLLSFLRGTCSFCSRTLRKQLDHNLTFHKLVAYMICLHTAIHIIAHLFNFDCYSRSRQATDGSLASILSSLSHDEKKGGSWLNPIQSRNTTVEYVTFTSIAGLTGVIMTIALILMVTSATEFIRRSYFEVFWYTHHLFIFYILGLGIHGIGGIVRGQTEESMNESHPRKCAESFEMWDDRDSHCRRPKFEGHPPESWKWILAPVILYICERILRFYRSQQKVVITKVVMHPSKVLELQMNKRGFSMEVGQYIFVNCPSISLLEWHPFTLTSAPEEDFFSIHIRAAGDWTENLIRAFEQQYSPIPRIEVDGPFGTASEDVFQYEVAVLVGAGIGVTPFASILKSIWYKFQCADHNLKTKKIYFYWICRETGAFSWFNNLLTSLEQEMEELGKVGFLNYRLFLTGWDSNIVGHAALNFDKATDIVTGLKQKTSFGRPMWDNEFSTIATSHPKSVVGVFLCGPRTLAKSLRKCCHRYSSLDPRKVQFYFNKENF
luminol inh ctr: counter-screen for Nox1 inhibitors: inhibitors of luminol chemiluminescence; HRP/luminol/H2O2 chemiluminescence counterscreen; 0.4% of 16,000 active; inhibition, % at 6.7 µM; also: reference of the scale not given here
NOTCH ag: agonists of NOTCH signaling | NOTCH signaling luciferase reporter cells, luminescence | activation, % at 2.5 µM | 0.4% of 15,000 active | AID 434982, 2010; in the data active = activation above about 2.2%
An asterisk follows results filed as active; . = not tested or not shown. Rule as the data show it, unless noted: active = inhibition above about 75%; inactive = the rest. No enrichment for hits; any-hit rate near 4.4%.

Start of the data: the first 13 records as a preview:
SMILES	TLR4 MyD88 blk	PME-1 Maybridge	KOR antag MB	rat GALR2 agon	S1P1 ag	Nox1 inhibitor	luminol inh ctr	NOTCH ag
CCCN(CCC)S(=O)(=O)c1ccc(C(=O)NNC(=O)c2cc(OC)c(OC)c(OC)c2)cc1	-4.2	0.4	-2.1	-9.9	17.1	63.8	4.5	-0.1
O=C(Nc1ccccc1)Nc1ccc(Oc2ncnc3cc(Cl)ccc23)nc1	-1.2	-13.0	-4.8	-1.8	2.0	-31.1	0.1	-0.1
O=C(Sc1ccc(Cl)cc1)c1ccno1	-2.1	-3.1	14.4	-5.4	0.9	-22.4	1.4	-0.8
O=C(CCc1nc(-c2ccc(Cl)cc2)no1)Nc1ccc(C(F)(F)F)cc1	1.2	-7.2	-0.2	-7.8	4.2	17.4	-2.1	-0.3
COc1cc(Sc2ccc(Cl)cc2)ccc1[N+](=O)[O-]	2.6	-0.3	-4.8	-2.1	6.8	2.9	-5.0	0.2
CSc1nnc(-c2csc(C)n2)n1-c1cccc(F)c1	-15.3	1.5	-19.3	-4.2	-11.8	-52.8	-2.2	-1.0
COc1ccc(NC(=O)c2c(NS(=O)(=O)c3ccc(C)cc3)csc2C)cc1	8.7	3.4	-6.3	-11.9	22.7	11.8	-0.2	-0.3
CCOC(=O)/C(C#N)=C(\Nc1ccc(C(=O)OCC)cc1)SC	-19.6	6.1	8.0	-5.9	-1.7	23.0	-4.4	2.0
CSc1nc(NS(=O)(=O)c2cc(Cl)sc2Cl)nn1C	1.9	1.0	-19.7	-5.3	-3.5	-26.1	-3.5	0.4
CC(C)(C)c1ccc(C(=O)/C=c2\[nH]c(=O)/c(=C\c3cccs3)s2)cc1	-2.2	-13.7	14.7	-0.2	-9.2	11.3	20.6	-0.3
COc1cccc(CC(=O)NNC(=O)c2ccc3nsnc3c2)c1	-5.1	0.6	12.1	-4.8	-7.6	-36.5	0.0	-6.1
CN(C)CCCNS(=O)(=O)c1cc(C(F)(F)F)cc(C(F)(F)F)c1	5.4	7.9	0.0	-6.3	15.6	1.5	-6.7	-0.1
O=C(NCc1ccc2c(c1)OCCCO2)c1cnc2ccccc2n1	-12.8	0.2	4.9	-11.6	6.3	8.1	-6.4	-0.2

The list itself, repeating the preview:
SMILES	TLR4 MyD88 blk	PME-1 Maybridge	KOR antag MB	rat GALR2 agon	S1P1 ag	Nox1 inhibitor	luminol inh ctr	NOTCH ag
CCCN(CCC)S(=O)(=O)c1ccc(C(=O)NNC(=O)c2cc(OC)c(OC)c(OC)c2)cc1	-4.2	0.4	-2.1	-9.9	17.1	63.8	4.5	-0.1
O=C(Nc1ccccc1)Nc1ccc(Oc2ncnc3cc(Cl)ccc23)nc1	-1.2	-13.0	-4.8	-1.8	2.0	-31.1	0.1	-0.1
O=C(Sc1ccc(Cl)cc1)c1ccno1	-2.1	-3.1	14.4	-5.4	0.9	-22.4	1.4	-0.8
O=C(CCc1nc(-c2ccc(Cl)cc2)no1)Nc1ccc(C(F)(F)F)cc1	1.2	-7.2	-0.2	-7.8	4.2	17.4	-2.1	-0.3
COc1cc(Sc2ccc(Cl)cc2)ccc1[N+](=O)[O-]	2.6	-0.3	-4.8	-2.1	6.8	2.9	-5.0	0.2
CSc1nnc(-c2csc(C)n2)n1-c1cccc(F)c1	-15.3	1.5	-19.3	-4.2	-11.8	-52.8	-2.2	-1.0
COc1ccc(NC(=O)c2c(NS(=O)(=O)c3ccc(C)cc3)csc2C)cc1	8.7	3.4	-6.3	-11.9	22.7	11.8	-0.2	-0.3
CCOC(=O)/C(C#N)=C(\Nc1ccc(C(=O)OCC)cc1)SC	-19.6	6.1	8.0	-5.9	-1.7	23.0	-4.4	2.0
CSc1nc(NS(=O)(=O)c2cc(Cl)sc2Cl)nn1C	1.9	1.0	-19.7	-5.3	-3.5	-26.1	-3.5	0.4
CC(C)(C)c1ccc(C(=O)/C=c2\[nH]c(=O)/c(=C\c3cccs3)s2)cc1	-2.2	-13.7	14.7	-0.2	-9.2	11.3	20.6	-0.3
COc1cccc(CC(=O)NNC(=O)c2ccc3nsnc3c2)c1	-5.1	0.6	12.1	-4.8	-7.6	-36.5	0.0	-6.1
CN(C)CCCNS(=O)(=O)c1cc(C(F)(F)F)cc(C(F)(F)F)c1	5.4	7.9	0.0	-6.3	15.6	1.5	-6.7	-0.1
O=C(NCc1ccc2c(c1)OCCCO2)c1cnc2ccccc2n1	-12.8	0.2	4.9	-11.6	6.3	8.1	-6.4	-0.2
CCOC(=O)C1CCCNC1=O (stereo unspecified)	2.1	-3.3	-7.4	-8.2	-15.6	-48.3	0.8	-0.6
CNc1nnc(C(F)(F)C(F)(F)C(F)(F)F)s1	4.5	3.2	2.5	-4.7	-2.6	-47.0	-0.2	-0.7
O=C(NC(=S)Nc1ncn[nH]1)c1ccccc1	4.5	-0.4	-1.8	-6.4	1.0	-33.3	1.6	-0.1
COc1ccc(OCC(O)CNC(=O)c2ccc(C(F)(F)F)nc2C)cc1 (stereo unspecified)	7.6	-1.0	8.8	-6.3	-4.5	-38.6	2.2	-0.7
CN(C)c1ccc(C(=O)NNC(=O)COc2ccccc2)cc1	6.6	1.4	-1.6	-5.0	-12.0	-44.4	-0.6	.
CCC12CCCN3CCc4c(n(c5ccccc45)C(=O)C1)C32 (stereo unspecified)	-5.6	-3.8	13.3	-4.7	29.6	-27.1	3.7	0.3
Cc1ccc(NCN2C(=O)c3ccc([N+](=O)[O-])cc3C2=O)cc1	10.1	7.1	12.9	-2.2	-30.8	76.8*	-45.7	0.3
O=C(O)CSCC(=O)Nc1ccccc1-c1ccccc1	10.9	4.1	-7.4	-8.8	33.6	-3.1	-1.9	-0.1
Cc1nc(-c2nnc(SCc3nc(-c4ccc(C5SCCS5)cc4)no3)n2C)cs1	5.8	0.9	10.7	-6.6	-3.3	-17.5	0.5	-0.1
CN(C)c1c(F)cc(C(=O)NC(=O)Nc2nnc(C(F)(F)F)s2)cc1F	-13.7	-10.9	2.4	-1.8	-6.6	-46.7	0.8	-0.2
COc1ccc(C(=O)CSC2=NCCCCCC2)cc1	8.0	-3.8	-15.4	-1.8	26.5	-35.2	6.0	-1.1
Cn1ncc(C(=O)O)c1NNC(=O)CC(C)(C)CC(=O)O	-0.9	-0.5	7.6	-5.0	2.8	-54.7	-0.3	-0.1

Further structures follow:
SMILES	TLR4 MyD88 blk	PME-1 Maybridge	KOR antag MB	rat GALR2 agon	S1P1 ag	Nox1 inhibitor	luminol inh ctr	NOTCH ag
O=C(O)[C@H]1OC(O)[C@H](O)[C@@H](O)[C@@H]1O (stereo partly specified)	-1.0	1.2	-10.1	-5.8	1.3	-8.4	-1.9	0.6
NC(=S)c1ncc(C(F)(F)F)cc1Cl	8.7	1.2	-6.9	-6.8	-32.4	-8.7	-3.6	-0.6
C(=C\c1nc2ccccc2o1)/c1ccccc1	-2.4	-1.1	-5.6	-4.4	11.6	-55.7	1.6	-0.6
CC(C)c1ccc(NS(=O)(=O)c2ccc(N3C(=O)CCC3=O)cc2)cc1	-0.8	-0.8	1.4	-7.6	9.4	-23.8	3.5	-1.1
N#Cc1c(C(F)(F)F)cc(-c2ccccc2)n(N)c1=O	-4.5	-2.1	-9.5	-6.7	-5.7	-20.4	1.8	0.1
O=C(CN1C(=O)c2ccccc2C1=O)NCc1ccc(N2CCOCC2)cc1	2.8	3.5	-14.7	4.3	-10.5	-17.4	2.4	-0.3
CCOC(=O)C1=C(C)NC(C)=C(C(=O)OCC)C1/C=C/c1ccccc1	-8.9	1.5	-20.1	-8.5	-25.6	-21.8	1.2	0.5
CC(=O)c1ccc(C#N)c(SCc2ccc(Cl)cc2Cl)n1	-8.2	9.1	-28.1	-7.3	10.6	9.5	-5.9	0.1
CC(=O)N1CCC(C(=O)NCc2cc3ccccc3s2)CC1	1.8	3.3	5.0	-6.4	2.7	-9.4	-4.9	-0.7
Cn1nc(-c2ccccc2)cc1NC(=O)CN1C(=O)c2ccccc2S1(=O)=O	-2.6	-2.3	-1.8	-4.8	5.6	-4.8	-3.8	0.7
CC1C(c2ccccc2)OCCN1C(=O)CCN1C(=O)c2ccccc2C1=O (stereo unspecified)	5.7	2.0	-25.8	-7.3	1.5	-87.3	-1.2	-0.3
CC(C)/C(=N\OC(=O)c1ccc([N+](=O)[O-])cc1)c1ccccc1	1.7	-1.5	-1.4	-2.8	-3.1	3.6	-1.1	0.0
O=C1/C(=C/c2cccs2)SC(=S)N1/N=C/c1ccc(Cl)cc1Cl	-0.5	-0.6	-3.0	-3.2	-5.6	-32.6	-2.7	0.3
N/C(Cc1ccc(-c2csnn2)cc1)=N\OC(=O)c1ccc(C(F)(F)F)cc1	-4.0	-65.7	7.2	-5.8	-3.3	-20.2	2.6	-0.4
CC(=O)c1ccccc1OCC(=O)O	-8.3	0.2	-3.2	-0.5	-24.6	-1.1	2.8	0.4
Cc1onc(-c2c(F)cccc2Cl)c1C(=O)NC1CCSC1=O (stereo unspecified)	-5.9	6.7	2.8	-8.3	-2.3	15.1	-2.8	0.8
Cc1nc(-c2ccccc2)sc1C(=O)NNC(=O)c1cccc2ccccc12	-3.7	-0.5	1.7	-5.8	-2.7	-32.9	5.8	0.4
Cc1ccc(OS(=O)(=O)c2c(Cl)sc(Cl)c2Br)c([N+](=O)[O-])n1	-6.0	40.2*	11.3	-6.5	22.8	11.7	-3.5	-0.7
CC(OS(=O)(=O)c1cc(Cl)sc1Cl)c1nc2ccccc2[nH]1 (stereo unspecified)	-1.9	-1.4	6.5	-2.2	-1.4	-28.2	-0.3	0.7
CC(C)(C)c1cc2ncnc(N3CCCCC3)c2s1	-0.9	14.3	-1.0	-3.5	-12.3	-24.5	-1.6	-0.8
CCOC(=O)C(=CNNc1ccc(C(=O)O)cc1[N+](=O)[O-])C(=O)OCC	5.5	4.9	6.2	-6.5	-15.4	-51.6	0.6	-0.6
Cc1noc(-c2ccccc2)c1NC(=O)N1CCN(C)CC1	-6.3	-1.8	4.8	-5.4	-18.8	-47.1	3.5	-1.1
Cc1nn(C)c(Sc2ccc(C(F)(F)F)cn2)c1[N+](=O)[O-]	-4.6	3.8	-7.3	-7.5	-8.2	-7.5	-6.9	.
Cc1nc2c(Br)cc(Br)cc2c(=O)n1Cc1cccs1	-16.2	0.7	-25.8	-6.4	-17.9	-8.8	-4.6	-0.4
O=C(O)c1onc2ccccc12	-3.2	-2.6	11.3	-8.7	-7.4	5.1	2.5	0.1

(cont.)
SMILES	TLR4 MyD88 blk	PME-1 Maybridge	KOR antag MB	rat GALR2 agon	S1P1 ag	Nox1 inhibitor	luminol inh ctr	NOTCH ag
O=C(Nc1ccno1)N1CCOCC1	0.1	-5.2	-9.0	-6.9	20.1	-20.0	4.9	0.1
CCOC(=O)c1c(-c2ccccc2)c(-c2ccccc2)n[nH]c1=O	-7.0	2.4	-13.0	-3.3	-0.4	-39.1	-2.5	-0.1
COC(=O)Cc1ccccc1Sc1ccccc1[N+](=O)[O-]	2.2	4.2	10.6	-6.2	0.0	-14.8	-2.9	-0.3
CCCSc1ccc2nc(NC(C)=O)[nH]c2c1	-11.8	5.4	19.7	-3.1	-2.6	19.9	-10.0	0.1
CCCNC(=O)Nc1n[nH]c(Nc2ccc(Cl)cc2)n1	5.8	1.6	-22.0	-9.1	-8.2	67.6	12.8	-0.1
COc1ccc(C(=O)NNC(=O)c2c(OC)cc(C(F)(F)F)cc2C(F)(F)F)cc1	-11.4	-7.8	5.5	-1.5	-6.0	-32.4	1.4	0.1
Cc1noc(C)c1NC(=O)NCC1CCN(S(=O)(=O)c2ccccc2)CC1	-11.3	-4.0	15.2	-7.1	-14.7	-25.6	0.3	-0.1
CN(C)C(=O)c1cc(-c2ccccc2)c(C(F)(F)F)s1	4.1	8.1	4.4	-3.2	35.3	14.0	-6.8	-0.1
COc1c(C(C)=O)c(O)c(OC)c2occc12	3.7	0.7	-11.1	-8.0	-15.1	-71.7	-1.1	-0.8
CC1=C(OC(=O)c2cccs2)C(=O)CC1	-4.4	5.3	19.1	-7.5	-3.4	-3.4	-7.8	-0.8
